Assay outcomes from PubChem.
NTR1 agonist: agonists of NTR1, primary screen, imaging, U2OS cells, beta-arrestin-GFP, high content (AID 493036); activation, % at 20 µM; 330,000 tested, 0.17% active; NTR1-U2OS beta-arrestin-GFP spot imaging, agonist mode;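 active = activation at or above 40% of the spot to cytoplasm intensity ratio, with at least 20 cells analyzed; inconclusive = wells under 20 cells, flagged as cytotoxic or low count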;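 note: 0% = DMSO without peptide and 100% = 100 nM NTR1 peptide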
Target sequence (P30989 whole entry, looked up): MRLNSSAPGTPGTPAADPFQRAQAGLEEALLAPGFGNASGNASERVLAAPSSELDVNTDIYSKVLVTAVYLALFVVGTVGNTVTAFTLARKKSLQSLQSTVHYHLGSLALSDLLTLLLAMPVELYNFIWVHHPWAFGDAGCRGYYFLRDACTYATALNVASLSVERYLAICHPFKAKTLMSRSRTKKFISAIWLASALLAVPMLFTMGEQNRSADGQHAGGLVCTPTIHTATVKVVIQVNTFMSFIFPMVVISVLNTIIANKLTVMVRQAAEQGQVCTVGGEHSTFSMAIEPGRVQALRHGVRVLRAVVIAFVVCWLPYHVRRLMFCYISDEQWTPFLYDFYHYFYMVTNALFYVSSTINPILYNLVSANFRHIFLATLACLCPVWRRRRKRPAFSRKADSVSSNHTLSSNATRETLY
LYP phosphatase: inhibitors of LYP phosphatase, biochemical, fluorescence intensity, uHTS (AID 1779); Tyrosine-protein phosphatase non-receptor type 22 (Homo sapiens); recombinant LYP phosphatase, fluorescence intensity; higher % means a stronger effect; inhibition, % at 11.5 µM; hits with a dose series show IC50 in µM; 290,000 tested, 0.054% active; in the data active = inhibition above about 50%;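 note: plate controls were vehicle with enzyme for no effect and no enzyme for full effect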
WT yeast gro inh: growth inhibition of WT strain, primary screen, mitochondrial fusion inhibitor project, WT and mutant strains, chemical genetic. inhibition, % at 10 µM. 190,000 tested, 2.1% active. mitochondrial fusion phenotypic screen. AID 1362, 2008; in the data active = inhibition above about 58%; tested in S. cerevisiae
NS5 inhibitors: Dengue-2 NS5 methyltransferase inhibitors, primary screen, biochemical, confirmation dose response (AID 588689); inhibition, % at 25 µM; hits with a dose series show IC50 in µM; 340,000 tested, 0.3% active; Genome polyprotein (Dengue virus type 2 (strain 16681-PDK53)); Dengue-2 NS5 methyltransferase capping enzyme assay, biochemical; higher % means a stronger effect; in the data active = a potency from the dose series; inconclusive = inhibition above about 29% without an active follow-up result
GPR35 arrestin U2OS: GPR35 antagonists blocking zaprinast-driven arrestin recruitment, primary screen, imaging, U2OS, beta-arrestin-GFP, zaprinast agonist (AID 2058) | U2OS GPR35 beta-arrestin-GFP translocation imaging, zaprinast antagonism; higher % means a stronger effect | one-dose inhibition, % at 10 µM; IC50 in µM for titrated hits | 290,000 tested, 0.052% active;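 active = inhibition of at least 50% with at least 30 cells and total cytoplasm GFP at most 10,000,000; inconclusive = under 30 cells or total GFP of 10,000,000 plus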
RSV CPE inhibition: RSV antiviral activity via CPE protection, HEp-2 cells, primary 10 µM value included (AID 2391); HEp-2 cells, RSV-induced CPE inhibition; higher % means a stronger effect; one-dose CPE inhibition, % at 10 µM; IC50 in µM for titrated hits; 310,000 tested, 0.13% active; in the data active = a potency from the dose series; inconclusive = CPE inhibition mostly from about 23% at the one dose, without a potency; inactive = the rest, 99 in 100 with CPE inhibition below about 21%; note: strong numbers were not always called active
K1F lysis inhibition: inhibition of K1F phage lysis, E. coli UTI89, bacterial capsule biogenesis inhibitors, alamar blue (AID 488966) | E. coli UTI89 K1F phage lysis, alamar blue, 2 h; higher % means a stronger effect | inhibition, % at 100 µM; hits with a dose series show IC50 in µM | 340,000 tested, 0.02% active;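 active = phage lysis inhibition, versus mean bacterial control, above a set limit; inconclusive = no clear call, values can overlap the other calls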;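 note: capsule biogenesis inhibitors block K1F phage lysis so surviving cells raise fluorescence; higher fluorescence means more inhibition of phage lysis; actives were called in the ten point dose series up to 300 µM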
Autophagy HCS: autophagy modulators in MEF cells, primary screen, imaging, high-content, MEF GFP-LC3 | MEF GFP-LC3 puncta imaging; test concentration mostly 10 µM | calls only at 10 µM (by protocol) | 190,000 tested, 0.98% active | AID 463193, 2010;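 active = percentage of spot-positive cells more than 3 SD above its plate mean, without a fluorescence outlier flag or 80% toxicity; inconclusive = no clear call, values can overlap the other calls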;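 note: spot-positive cell cutoff set from DMSO-treated cells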
AID2073: inhibitors of Mint1-CaV2.2 protein interaction, biochemical, HTRF (AID 2073); Voltage-dependent N-type calcium channel subunit alpha-1B (Homo sapiens); HTRF protein-protein interaction, Mint1-CaV2.2; higher % means a stronger effect; inhibition, % at 20 µM; hits with a dose series show IC50 in µM; 290,000 tested, 0.19% active; in the data active = inhibition mostly above about 51%, no sharp cut-off; inconclusive = no clear call, values can overlap the other calls; inactive = mostly below about 53%; note: some results filed as inactive read as strong as hits
WT yeast gro inh mutant strain: second read-out of WT yeast gro inh, no call of its own (marks repeat the call); inhibition, %; mitochondrial fusion phenotypic screen, mutant strain inhibition
Autophagy HCS cell loss 18 h: recorded beside Autophagy HCS, whose call it bears; toxicity, %; measured here: cell loss, nuclei count;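 cell loss after 18 h compound exposure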
NTR1 agonist cell count 20 µM: also measured in NTR1 agonist; calls as there; cell count; measured here: cell count, cytotoxicity flag
NS5 inhibitors pilot replicate: also measured in NS5 inhibitors; calls as there; inhibition, %; measured here: pilot screen replicate inhibition
Starred values were filed as active, the others as inactive; i = inactive; ? = inconclusive; · = not tested or not shown; + = active, no number; [ ] = dose if it differs, or a comment.

SMILES | NTR1 agonist | NTR1 agonist cell count 20 µM | LYP phosphatase | WT yeast gro inh | WT yeast gro inh mutant strain | NS5 inhibitors | GPR35 arrestin U2OS | RSV CPE inhibition | K1F lysis inhibition | Autophagy HCS | Autophagy HCS cell loss 18 h | AID2073 | others
CCc1cccc(CC)c1NC(=O)COc1ccccc1C(=O)c1cc(C#N)c(=O)n(C2CCCCC2)c1 | -0.1 | 60 | 6% | -9 | -8 | -1% | 19% | 13% | 2.3%[50 µM] | i | 14 | 19%
CCOC(=O)c1cnc(NCc2ccccc2)nc1C | -0.9 | 80 | -8% | 5 | 15 | -14% | -5% | -0.3% | -0.4% | i | -7 | 2% | NS5 inhibitors pilot replicate=-4.9
O=C(NC1CCCC1)c1noc2c1CCCCC2 | -1.1 | 74 | 5% | -2 | -47 | -7% | -15% | 1.4% | 0.1% | i | 1 | -12%
Cc1ccc2oc(=O)c(-c3ccc(O)cc3)c(C)c2c1 | -0.2 | 59 | · | · | · | -1% | · | 4.2% | 0.2%[50 µM] | · | · | ·
Cc1ccc(C)c(OCc2cc(C(=O)N3CCOCC3)no2)c1 | 0.1 | 64 | -11% | · | · | -5% | 18% | 2.4% | 0.6% | · | · | 2%
C=CCn1c(SCC(=O)NC(=O)NCc2ccco2)nc2sc(C)c(C)c2c1=O | 3.9 | 72 | -4% | -7 | 11 | 7% | 4% | 1.3% | -1.1% | i | 6 | 6%
Cc1cccc(N2CCN(C(=O)c3cccc(N4C(=O)C5C6C=CC(C6)C5C4=O)c3)CC2C)c1 (centres undefined) | 0.2 | 47 | -1% | · | · | -4% | 4% | 2.9% | 4.2% | · | · | -2%
CCN(CC)S(=O)(=O)c1cccc(NC(=O)COC(=O)c2ccc(Br)o2)c1 | 3.4 | 68 | -7% | 0 | 7 | -9% | 3% | 1.4% | 1.6% | i | 31 | 0%
S=C(Nc1ccc2nc(-c3ccccn3)c(-c3ccccn3)nc2c1)N1CCOCC1 | 1.0 | 79 | -7% | -21 | 0 | ? | -4% | 2.8% | 0.0% | i | -17 | 43%
Cc1nnc2ccc(-c3ccc(NC(=O)Cc4cccs4)cc3)nn12 | 0.0 | 63 | -2% | · | · | -1% | -1% | 1.3% | 0.0% | · | · | 46%
Nc1cnn(Cc2ccc(F)cc2)c1 | -0.3 | 23 | -11% | -10 | 10 | -1% | 11% | 1.5% | -0.4% | i | 3 | -2%
COc1cc(-c2nnc(SCC(=O)OC3CCCCC3)o2)cc(OC)c1OC | 3.2 | 40 | -4% | 8 | 1 | -4% | -1% | -0.8% | 1.2% | i | 5 | 4%
Cc1ccc(C(=O)NCC(=O)NCC(=O)OCC(=O)c2cccs2)cc1 | -0.8 | 84 | 3% | -2 | -13 | 1% | -3% | 1.2% | 1.1%[50 µM] | i | 9 | 13%
Cc1cc(NS(=O)(=O)c2c(C)[nH]c(=O)[nH]c2=O)ccc1Br | -0.1 | 100 | 0% | · | · | -1% | -8% | 2.1% | 1.4%[50 µM] | · | · | ?
CCc1nnc(NC(=O)CSc2nnc(-c3c[nH]c4ccccc34)n2CCOC)s1 | 0.1 | 87 | -3% | 0 | -21 | -4% | 2% | 0.8% | 1.1% | i | 23 | -3%
COc1ccc(N2CCN(C(=O)CSc3nnc(-c4cccnc4)n3-c3ccccc3)CC2)cc1 | 3.5 | 72 | -9% | -6 | -8 | 10% | -14% | 2.2% | 1.7% | i | -9 | 20%
O=C(COC(=O)CCCNC(=O)c1ccc(Cl)cc1)NC1CC1 | -0.3 | 90 | -2% | 11 | 19 | -22% | 3% | 2.7% | 0.2% | i | 35 | -2%
COc1ccccc1-c1cc(C(=O)NCc2ccc(Cl)cc2)no1 | 1.7 | 57 | 0% | 4 | -11 | -8% | 15% | 0.3% | 0.6% | i | 3 | 14%
CCCCCCCC(=O)NC(Nc1ccccc1OC)C(Cl)(Cl)Cl (centres undefined) | 2.7 | 50 | 0% | 22 | 18 | -1% | 2% | -0.9% | 3.2% | i | 24 | -3%
Cc1[nH]c(=O)[nH]c(=O)c1S(=O)(=O)N1CCCc2ccccc21 | 0.6 | 53 | -8% | · | · | -7% | 23% | 1.6% | 0.5% | · | · | 10%
Cc1ccc(C)c(C(=O)COC(=O)CN2C(=O)C3C4CCC(C4)C3C2=O)c1 (centres undefined) | 0.8 | 53 | -3% | · | · | 5% | 4% | 0.9% | -1.4% | · | · | 5%
O=C(Oc1ccccc1C(=O)N1CCOCC1)c1ccc(Br)cc1 | 0.9 | 76 | -11% | 22 | -9 | -3% | -1% | 2.1% | 0.7% | i | -4 | 1% | NS5 inhibitors pilot replicate=0.5
Cc1ccc(CNC(=O)CCS(=O)(=O)c2ccc3c(c2)oc(=O)n3C)cc1 | 0.2 | 68 | -13% | · | · | 4% | -2% | -1.4% | -0.1% | · | · | -1%
COc1cc(C(=O)OCC(=O)Nc2cc(C)on2)c([N+](=O)[O-])cc1OC | 1.0 | 59 | 4% | 19 | 15 | 4% | -4% | 1.7% | -0.3% | i | 13 | -12%
COc1ccccc1NC(=O)NCc1ccco1 | 0.5 | 58 | -6% | -7 | -10 | -10% | 5% | 0.7% | -1.6% | i | 1 | -8%
NC(N)=NC(N)=Nc1ccc2ccccc2c1 | -1.4 | 77 | -10% | 26 | 13 | -6% | 7% | 0.5% | 0.3% | i | 0 | -2%
O=C(COC(=O)/C=C/c1cccc(Cl)c1)Nc1ccc2[nH]c(=O)[nH]c2c1 | -0.8 | 73 | · | · | · | 10% | · | -0.6% | 1.1%[50 µM] | · | · | ·
C=CCN1C(=O)/C(=C2/Sc3ccc(OC)cc3N2C)SC1=Nc1cccc(O)c1 | 4.3 | 64 | -7% | 5 | -5 | ? | -6% | -2.5% | -0.5% | + | 3.4* | 27%
CCOC(=O)C1=C(C)N=C2SCCC(=O)N2C1c1ccc(C(=O)OC)cc1 (centres undefined) | 0.9 | 66 | -2% | 2 | 5 | -3% | 11% | 1.8% | 2.0% | i | 7 | 8%
CC1CCN(C(=O)CNS(=O)(=O)c2ccc(Br)s2)CC1 | 1.2 | 45 | -12% | 12 | 15 | -5% | 6% | 0.3% | 2.1% | i | 7 | 6%
Cc1ccc(-c2nnc(NCc3nc4ccccc4[nH]3)c3ccccc23)cc1S(=O)(=O)N1CCCCC1 | 4.7 | 44 | -4% | -15 | 32 | -3% | 4% | 4.9% | 0.6% | i | 7 | 14%
C=CCC1CCCC(=O)N2CC[C@H](O)C12 (some centres undefined) | 0.0 | 95 | -1% | 15 | 2 | 9% | 2% | -1.3% | -1.1% | i | -10 | -9%
CCOC(CNC(=O)C(=O)Nc1cc2c3c(c1)CCC(=O)N3CCC2)OCC | 0.4 | 55 | -9% | · | · | -7% | 3% | 2.6% | -5.4% | · | · | 20%
CCn1cc(C2=NOC(C(=O)Nc3ccc4c(c3)OCO4)C2)c(C)n1 (centres undefined) | 1.9 | 80 | -7% | 25 | 43 | -6% | 1% | 0.5% | 3.0% | i | 8 | 9%
C=CCOc1ccc(/C=C/C(=O)OCC(=O)Nc2c(C)n(C)n(-c3ccccc3)c2=O)cc1 | -0.9 | 60 | · | · | · | 3% | · | -0.2% | 1.9%[50 µM] | · | · | ·
O=C(Nc1ccccc1N1CCOCC1)C1CCN(S(=O)(=O)c2ccc(F)cc2)CC1 | -0.4 | 60 | -9% | 1 | 7 | -3% | -2% | 1.9% | 0.2% | i | 1 | 1%
CCOC(=O)Cn1cc(Cl)c(=O)c(Cl)c1 | 0.9 | 43 | -1% | · | · | -2% | -11% | 1.0% | -1.6% | · | · | -13%
O=C(NCCC1=CCCCC1)C1CCN(S(=O)(=O)c2cccc3cccnc23)CC1 | 0.8 | 55 | -2% | 10 | 1 | -6% | 9% | 2.4% | -2.5% | · | · | -4%
CCc1ccc(CN(C)C(=O)CCc2nnc(CCc3cccc(OC)c3)o2)nc1 | 2.1 | 81 | -4% | 2 | -7 | 0% | 4% | 1.2% | 0.7% | i | -8 | -1%
CC(=O)Nc1ccc(S(=O)(=O)N2CCC(C(=O)Nc3nccs3)CC2)cc1 | -0.7 | 61 | -3% | · | · | -2% | 2% | 2.7% | 1.0% | · | · | 14%
O=C(/C=C/c1cccc([N+](=O)[O-])c1)N1CCN(Cc2ccc3c(c2)OCO3)CC1 | 0.0 | 58 | 26% | 4 | 5 | 1% | 15% | 14% | 6.1% | i | 20 | 0%
CS(=O)(=O)Nc1cccc(C(=O)CC2(O)C(=O)Nc3ccc(Br)cc32)c1 (centres undefined) | -0.9 | 45 | -1% | 4 | 8 | -3% | 12% | 1.7% | 0.3% | i | -19 | -3%
Cc1ccc(S(=O)(=O)NCc2ccc(C(=O)N3CCCC3)cc2)cc1 | 3.4 | 54 | 5% | -9 | -10 | -4% | -2% | 0.1% | 0.0% | i | 10 | 1%
CCOC(=O)/C(C#N)=C/c1ccc(OCC(=O)Nc2ccc(OC)cc2)c(OC)c1 | -0.3 | 81 | -4% | 1 | 9 | 6% | 3% | 0.2% | 0.3% | i | 3 | 22%
CCc1ccc(C2CC(c3ccc(Cl)cc3)n3nc(N)nc3N2)cc1 (centres undefined) | 6.6 | 42 | 0% | 12 | 4 | 3% | -3% | 0.5% | 3.4% | i | 1 | ?
CCc1ccc(OCC(=O)N(C)CCC#N)c(Br)c1 | -0.9 | 81 | -9% | 5 | 11 | -6% | -6% | 1.1% | 0.5% | i | 5 | 8%
Cc1ccc(NC(=O)CCc2nnc3ccc(NCc4ccco4)nn23)cc1 | 1.5 | 48 | -11% | · | · | -4% | -2% | 4.1% | 0.4% | · | · | 16%

Reprinted at random: 3 records from the list
SMILES | NTR1 agonist | NTR1 agonist cell count 20 µM | LYP phosphatase | WT yeast gro inh | WT yeast gro inh mutant strain | NS5 inhibitors | GPR35 arrestin U2OS | RSV CPE inhibition | K1F lysis inhibition | Autophagy HCS | Autophagy HCS cell loss 18 h | AID2073 | others
CCOC(=O)/C(C#N)=C/c1ccc(OCC(=O)Nc2ccc(OC)cc2)c(OC)c1 | -0.3 | 81 | -4% | 1 | 9 | 6% | 3% | 0.2% | 0.3% | i | 3 | 22%
CS(=O)(=O)Nc1cccc(C(=O)CC2(O)C(=O)Nc3ccc(Br)cc32)c1 (centres undefined) | -0.9 | 45 | -1% | 4 | 8 | -3% | 12% | 1.7% | 0.3% | i | -19 | -3%
CCc1ccc(C2CC(c3ccc(Cl)cc3)n3nc(N)nc3N2)cc1 (centres undefined) | 6.6 | 42 | 0% | 12 | 4 | 3% | -3% | 0.5% | 3.4% | i | 1 | ?
